High-throughput results deposited in PubChem by National Center for Advancing Translational Sciences (NCATS).
L3MBTL1 block: L3MBTL1 (human) inhibition; actives 0.66% (n = 230,000); AlphaScreen L3MBTL1–H3K9me1 peptide binding; Q9Y468; Potency, µM (highest dose often 57.1 µM), inactives show at the highest dose activity, negative = inhibition, usual class: inhibitors; further: on the % scale 0 is the no-effect control and ±100 the full control effect; nearly all actives have a fitted effect of over 60% in size
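L3MBTL1 (50 nM) pre-complexed 30 min with biotinylated H3(1-15)K9me1 peptide (75 nM), then compounds added for 30 min at room temperature; AlphaScreen streptavidin donor/nickel chelate acceptor beads (10 ug/mL final) read after 30 min dark incubation.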
TexasRed fluor: alters Texas Red total fluorescence, flagging assay interference; TRb/SRC2 Texas Red total fluorescence interference; Potency, µM (titrated, usually from 106 µM), without a hit: at the top dose fluorescence change, negative = quenching; actives 0.29% (n = 280,000); active means well fitted curve in either direction with a large enough effect; inconclusive means small, poorly fitted or top-dose-only effect; further: on the % scale 0 is the no-effect control and ±100 the full control effect
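Human TRβ ligand-binding domain (0.6 uM) and Texas Red SRC2 peptide (20 nM) in Tris buffer with 1 uM T3 and 5% DMSO were incubated with pinned compound for 5 hr at ambient temperature. Total fluorescence was computed as S + 2P (555/632 nm).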
Tau fluor counter: counter-screen for tau fibril formation inhibitors. Potency, µM (doses to about 57.7 µM), inactives show at the highest dose activity change, negative = decrease. AID 1463. actives 0.93% (n = 280,000). tau K18 P301L Alexa594 fluorescence, heparin fibrillization; further: on the % scale 0 is the no-effect control and ±100 the full control effect; nearly all actives have a fitted effect of over 55% in size
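Human K18 P301L tau (15 uM unlabeled plus 0.24 uM Alexa 594-labeled, final) in 100 mM sodium acetate pH 7 was mixed with compound and 20 uM heparin and incubated 6 hr at 37 C.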
Tau fibril FP: blocks human tau fibril formation measured by polarization; K18 P301L tau heparin fibrillization, Alexa594 FP, 6 h; Potency, µM (highest dose often 57.7 µM), without a hit: top-dose activity, negative = inhibition, usual class: inhibitors; actives 0.39% (n = 280,000); further: on the % scale 0 is the no-effect control and ±100 the full control effect; nearly all actives have a fitted effect of over 55% in size
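Read-out: fluorescence polarization of Alexa 594-labeled tau (0.24 uM), 555 nm excitation, 632 nm emission. Mixtures held 15 uM unlabeled K18 P301L, compound and 20 uM heparin, pH 7 acetate buffer, incubated 6 hr at 37 C.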
RECQ1 helicase: inhibitors of human RECQ1 DNA helicase; RECQ1 DNA unwinding, red fluorescence kinetic read; AID 2549; P46063; Potency, µM (doses to about 57.3 µM), inactives show top-dose activity, negative = inhibition, usual class: inhibitors; actives 0.54% (n = 240,000);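 further: plate controls were vehicle for no effect and no enzyme for full effect; nearly all actives have a fitted effect of over 30% in size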
Target sequence (P46063 whole entry, looked up): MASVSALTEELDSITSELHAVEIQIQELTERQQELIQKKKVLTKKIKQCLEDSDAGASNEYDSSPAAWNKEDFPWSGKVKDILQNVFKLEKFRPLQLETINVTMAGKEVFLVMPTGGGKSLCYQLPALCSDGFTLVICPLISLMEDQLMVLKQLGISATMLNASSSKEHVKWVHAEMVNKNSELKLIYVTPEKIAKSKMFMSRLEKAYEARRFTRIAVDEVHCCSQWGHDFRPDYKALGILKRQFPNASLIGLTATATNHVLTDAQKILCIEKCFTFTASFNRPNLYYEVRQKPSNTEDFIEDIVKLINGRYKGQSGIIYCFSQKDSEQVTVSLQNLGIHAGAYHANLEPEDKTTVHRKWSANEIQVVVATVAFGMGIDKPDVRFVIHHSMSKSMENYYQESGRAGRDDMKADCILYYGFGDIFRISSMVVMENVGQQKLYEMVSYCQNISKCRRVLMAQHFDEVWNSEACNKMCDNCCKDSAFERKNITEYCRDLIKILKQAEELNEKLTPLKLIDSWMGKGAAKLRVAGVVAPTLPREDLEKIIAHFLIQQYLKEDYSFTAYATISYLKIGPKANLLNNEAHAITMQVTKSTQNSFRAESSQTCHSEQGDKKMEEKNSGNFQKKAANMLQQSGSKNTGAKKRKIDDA
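50 nM RECQ1T1 preincubated 15 min with compound in Tris pH 8.0 buffer with MgCl2, DTT, Tween-20 and 2.5 ug/ml poly(dI-dC); started with 200 nM TAMRA/BHQ-2 forked duplex and 2 mM ATP. Unwinding read as fluorescence (525/598 nm), two reads 2 h apart.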
Tau fibril ThT: tau fibrillization inhibition (ThT binding); recombinant tau K18 P301L (four-repeat tau fragment), heparin-induced fibrillization, ThT fluorescence; Potency, µM (doses to about 57.4 µM), for the others: at the highest dose activity, negative = inhibition, usual class: inhibitors; actives 2.1% (n = 270,000); further: on the % scale 0 is the no-effect control and ±100 the full control effect; nearly all actives have a fitted effect of over 55% in size
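Recombinant human tau K18 fragment […] carrying P301L, 15 uM unlabeled plus 0.24 uM Alexa 594-labeled, was fibrillized with 20 uM heparin in 100 mM sodium acetate pH 7 for 6 hr at 37 C; 30 uM ThT fluorescence read after 1 hr.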
HTT cytoprotect: cytoprotection in Huntington HTT-Q103 PC12 cell model; actives 0.14% (n = 230,000); PC12 HTT-Q103 induced, cytoprotection, ATP luminescence, 40 h; Potency, µM (titrated, usually from 56.4 µM), for the others: cytoprotection (ATP increase), actives largely listed as activators;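 further: % of control where 0% means no effect; nearly all actives have a fitted effect of over 45% in size; toxic huntingtin expression switched on by the ecdysone agonist tebufenozide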
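ATP quantification (ATPlite) reports survival of PC12 cells in which tebufenozide, 100 nM final, switches on Htt exon 1 with 103 glutamines linked to GFP; compounds are titrated.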
TRb SRC2 PPI: disrupts binding of human TR beta to SRC2 | P10828 | Potency, µM (doses to about 106 µM), for the others: at the highest dose activity change, negative = inhibition, hits mostly inhibitors | actives 0.065% (n = 280,000) | TRbeta-SRC2 peptide binding, fluorescence polarization; receptor liganded with 1 µM T3;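 further: plate controls were bound peptide for no effect and peptide without receptor for full effect; nearly all actives have a fitted effect of over 50% in size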
Target sequence (P10828 whole entry, looked up): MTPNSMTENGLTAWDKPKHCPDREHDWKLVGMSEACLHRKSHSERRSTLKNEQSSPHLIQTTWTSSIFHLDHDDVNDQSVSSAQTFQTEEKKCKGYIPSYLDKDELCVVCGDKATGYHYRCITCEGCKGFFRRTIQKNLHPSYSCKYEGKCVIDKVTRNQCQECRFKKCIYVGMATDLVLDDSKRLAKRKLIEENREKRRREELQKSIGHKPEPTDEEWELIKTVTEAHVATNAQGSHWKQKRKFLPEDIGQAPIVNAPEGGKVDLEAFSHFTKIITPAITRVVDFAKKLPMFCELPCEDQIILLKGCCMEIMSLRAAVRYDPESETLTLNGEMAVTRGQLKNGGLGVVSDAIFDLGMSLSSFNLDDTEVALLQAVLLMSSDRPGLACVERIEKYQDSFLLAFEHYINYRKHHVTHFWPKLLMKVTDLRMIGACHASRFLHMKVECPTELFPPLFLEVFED
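A fluorescence polarization screen tested compounds at multiple concentrations against complex formation between 0.6 uM TRb ligand-binding domain and 20 nM Texas Red SRC2 peptide, with 1 uM T3 present; readout after 5 hr.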
Starred values were filed as active, the others as inactive; i = inactive; ? = inconclusive; · = no result given; [ ] = remark or other dose. Unless noted, the call rests on the fitted dose curve; in most records, active means well fitted curve in the direction sought with a large enough effect; inconclusive means small, poorly fitted or top-dose-only effect, or another doubt; inactive means no such curve, though single readings can be large; an effect the other way counts as inactive or inconclusive. Potency means the concentration at half of the fitted maximal effect. An excerpt; the hit share may differ from the screen's.

Under each structure: L3MBTL1 block | TexasRed fluor | Tau fluor counter | Tau fibril FP | RECQ1 helicase | Tau fibril ThT | HTT cytoprotect | TRb SRC2 PPI
CCOC(=O)c1ccc(NC(=O)CCc2ccc(CC)o2)cc1
  -1% | -3% | -17% | 4% | -14% | ? | 27%[10 µM] | -2%
O=C(Cn1cnc2cc([N+](=O)[O-])ccc2c1=O)Nc1ccccc1-c1ccccc1
  7% | -2% | ? | 13% | -13% | ? | 3%[10 µM] | 1%
COc1cc(OC)cc(C(=O)Nc2c(C)nn(-c3ccccc3)c2C)c1
  · | -9% | -7% | 8% | -2% | -7% | 2% | 4%
CC(C)CC(NC(=O)OC(C)(C)C)c1cn([C@@H](CCCCNC(=O)OC(C)(C)C)C(=O)N2CCN(C(=O)OC(C)(C)C)CC2)nn1 (some centres undefined)
  13% | -2% | -1% | -11% | -9% | -11% | 23%[10 µM] | -3%
Cc1ccc(Cc2cc(-c3ccc(C)cc3)n[nH]c2=O)cc1
  · | 0% | -2%[0.0958 µM] | -1%[0.0958 µM] | -16% | · | -11%[10 µM] | 2%
Cc1ccc(OCC(O)CNS(=O)(=O)c2ccccc2C(=O)N2CCCCC2)cc1 (centres undefined)
  4% | -1% | -9% | -1% | 0% | -15% | -12% | -3%
Cc1ccc(OCCCCNC(C)(C)C)c([N+](=O)[O-])c1
  -2% | -3% | -1% | -10% | -3% | 8% | 6%[10 µM] | 0%
CCCc1cc(-c2n[nH]c(=S)n2C(C)c2ccccc2)cs1 (centres undefined)
  · | -3% | -26% | 4% | i | ? | 9% | -9%
COc1cc2c(cc1OC)C1C(=O)c3c(O)cc4c(c3OC1CO2)C=CC(C)(C)O4 (centres undefined)
  · | -3% | ? | 2% | 0% | ? | -117%[inhibitor] | -1%
Cc1cc(Cl)ccc1OCC(=O)NCCCn1ccnc1
  -4% | 2% | 4% | 7% | 0% | 7% | 14%[10 µM] | -7%
Cc1c(N=Cc2nc3ccccc3[nH]2)c(=O)n(-c2ccccc2)n1C
  29% | -2% | 2% | 3% | 1% | -6% | -14% | -22%
Cc1ccc(NC(=O)COC(=O)c2cccc3c2C(=O)c2ccccc2C3=O)c(C)c1
  -15% | -2% | ? | 13% | -1% | -16% | 44%[10 µM] | 10%
CCOC(=O)N1CCC(N2CCCC(C(=O)c3cc(C)c(OC)c(C)c3)C2)CC1 (centres undefined)
  -9% | -3%[53 µM] | -6% | -4% | i | -2% | 3%[10 µM] | 7%[53 µM]
CCOC(=O)c1nn(-c2ccc(Cl)cc2)cc1O
  5% | -1% | -7% | 5% | -6% | -7% | -2%[10 µM] | -1%
O=C(COC(=O)c1cc(-c2cccs2)nc2ccccc12)NCc1ccco1
  ? | 0% | -26% | 20µM* | -2% | 16µM* | -8%[10 µM] | 0%
O=C(Cc1ccccc1)Nc1c(C(=O)N2CCN(c3ccc(F)cc3)CC2)oc2ccccc12
  · | 1% | -28% | 6% | · | -7% | · | 4%
COC(=O)c1cc(NC(=O)CCc2c(C)nc3c4c(C)cc(C)nc4nn3c2C)cc(C(=O)OC)c1
  · | 2% | -9% | -1% | · | -4% | · | -6%
Cc1[nH]n(-c2ccccc2)c(=O)c1C(c1ccc(C(=O)O)cc1)c1c(C)[nH]n(-c2ccccc2)c1=O
  ? | 1% | -5% | -10% | -14% | -3% | · | 1%
O=C(NCCc1ccccc1)C1CCN(c2ncnc3c2nc2n3CCCCC2)CC1
  · | 4% | -4% | -6% | · | 0% | · | 1%
Cc1c(C)[n+](=O)c(-c2ccco2)c(C)n1[O-]
  -2% | 4% | 0% | -2% | 5% | -2% | 3%[10 µM] | -3%
O=c1cccccc1NN=C1CCCCCC1
  9% | -2% | -11% | 0% | -6% | -15% | 3%[10 µM] | -5%
CCCCOc1[nH]c2nc(-c3ccco3)n(Cc3ccco3)c(=N)c2c1C#N
  -1% | -5% | ? | -11% | -30% | 22µM* | 2%[0.074 µM] | -14%
Cc1ccsc1-c1nc(CN(C)C(C2CC2)C2CC2)c(C)o1
  -8% | 0% | -6% | 1% | -7% | -17% | 2%[10 µM] | 3%
O=C(Nc1cc2c(cc1Br)OCCO2)c1cccs1
  · | -4% | -7% | 9% | i | -10% | -36% | -15%
Cc1cc(Cl)ccc1OCC(=O)NCCCCc1ccccc1
  51%[activator] | -1% | -12% | 7% | -6% | ? | -58%[inhibitor][10 µM] | -18%
O=C(O)CSCC(=O)NCc1csc2ccc(Cl)cc12
  · | -2% | 2% | -7% | -10% | · | 7%[10 µM] | -5%
COc1cc(OC)cc(C(=O)Nc2cccc(N3CCCC3)c2)c1
  -27% | 1% | ? | 9% | i | ? | -15% | 0%
CC(C)(C)C(=O)Nc1nnc(SCC(=O)NCc2cccs2)s1
  4% | 2% | 4% | 2% | -9% | 5% | 5% | -15%
COc1ccc(-n2c(=O)c3ccccc3n(CC(=O)NC3CCCC3)c2=O)c(OC)c1
  14% | 2% | -11% | -2% | i | -7% | -69%[inhibitor] | -3%
Nc1nc(N2CCOCC2)cc(=O)[nH]1
  0% | 1% | -3% | -3% | -1% | -8% | 9% | -14%

An excerpt of the results above, as a working copy:
Under each structure: L3MBTL1 block | TexasRed fluor | Tau fluor counter | Tau fibril FP | RECQ1 helicase | Tau fibril ThT | HTT cytoprotect | TRb SRC2 PPI
COc1ccc(-n2c(=O)c3ccccc3n(CC(=O)NC3CCCC3)c2=O)c(OC)c1
  14% | 2% | -11% | -2% | i | -7% | -69%[inhibitor] | -3%
Nc1nc(N2CCOCC2)cc(=O)[nH]1
  0% | 1% | -3% | -3% | -1% | -8% | 9% | -14%

Next section:
Under each structure: L3MBTL1 block | TexasRed fluor | Tau fluor counter | Tau fibril FP | RECQ1 helicase | Tau fibril ThT | HTT cytoprotect | TRb SRC2 PPI
CC[n+]1c(/C=C/N(C)c2ccccc2)oc2ccc(Cl)cc21
  -15% | 2% | 1% | 9% | -2% | 4% | -7%[10 µM] | 9%
O=C(CSc1ccc(C(F)(F)F)cc1[N+](=O)[O-])Nc1ccccc1
  -6% | -3% | -12% | -1% | -3% | -3% | 9% | -1%
CCOCCCNC(=O)c1ccccc1OC1CCN(S(C)(=O)=O)CC1
  -6% | -1% | -9% | -1% | -8% | -8% | 44%[10 µM] | -1%
Cc1nc2ccccc2nc1NS(=O)(=O)c1ccc(N)cc1
  11% | -3% | -11% | -1% | i | -13% | 13%[10 µM] | 1%
COc1cc(OC)nc(NC(=O)CCl)n1
  · | -1% | 4% | 3% | i | 5% | -2% | -16%
COC(=O)c1c(NC(=O)CC2SC(N)=NC2=O)sc2c1CCCC2 (centres undefined)
  -8% | -5% | -7% | -2% | -16% | -7% | -7%[10 µM] | 6%
CC1CCN(C(=O)c2ccc(NC(=O)C3CCCO3)cc2)CC1 (centres undefined)
  -1%[11.4 µM] | -2% | -2% | 1% | -2% | -9% | 14% | -3%
O=C(NC(=S)NNC(=O)c1ccc(Cl)cc1Cl)c1cccnc1
  12% | -2% | -3% | -5% | -14% | ? | · | 0%
Cc1c(/C(O)=C2/C(=O)C(=O)N(CCN3CCOCC3)C2c2cccs2)cnn1-c1ccccc1 (centres undefined)
  -8% | -2% | 2% | 10% | -5% | -14% | -15%[0.074 µM] | -6%
O=c1c2ccccc2n2c(-c3ccccc3F)nnc2n1CCc1ccccc1
  · | -1% | -19% | -1% | · | -1% | · | 1%
CCN(CC)S(=O)(=O)c1ccc(N/N=C/c2ccc(O)cc2O)nc1
  ? | 0% | -5% | -7% | 0% | 1% | -77%[inhibitor][10 µM] | 0%
O=C(CNc1cccc(S(=O)(=O)N2CCOCC2)c1)N1CCc2ccccc21
  -2% | 2% | -4% | 1% | -4% | -3% | -9%[10 µM] | 3%
CCOC(=O)CCC(=O)Nc1cccc([N+](=O)[O-])c1
  8% | 0% | -11% | -4% | -1% | -9% | 28%[10 µM] | -10%
O=C(Nc1nc(-c2ccccc2)c(-c2ccccc2)s1)c1ccc(S(=O)(=O)N2CCCC2)cc1
  -5% | -4% | -13% | -9% | -2% | -4% | -8%[10 µM] | -6%
CC(C)c1ccc(NC(=O)C2=NNC(=O)CC2)cc1
  6% | 0% | 0% | -11% | -5% | -5% | -6%[10 µM] | 4%
Cc1ccc(CNC(=O)COC(=O)c2ccc(S(=O)(=O)N(C)C)cc2)cc1
  1% | 0% | -4% | 3% | -6% | 0% | -10% | 4%
CCc1ccc(Nc2sc(C(=O)c3ccccc3)c(N)c2S(C)(=O)=O)cc1
  · | -1% | -25% | -4% | · | -7% | · | -2%
CC1(c2ccc(Cl)cc2Cl)OCC(Cn2ccnc2)O1 (centres undefined)
  -5% | -2% | -5% | -2% | -12% | -10% | -29%[10 µM] | -10%
O=C(Nc1ccccc1)c1cc(S(=O)(=O)N2CCOCC2)cs1
  · | -3% | -13% | 0% | -11% | -5% | -4% | -2%
COc1ccc(NC(=O)C2CCCN(S(=O)(=O)c3ccc4c(c3)CCCC(=O)N4)C2)cc1OC (centres undefined)
  · | -16% | -17% | 1% | · | -7% | · | -2%
CCOc1cc2c(cc1C=O)OC(C)C2 (centres undefined)
  -3% | -4% | 5% | 10% | i | -3% | -31%[inhibitor] | -3%
CC1CCN(S(=O)(=O)c2cccc(C(=O)N(C)C3(C)CCS(=O)(=O)C3)c2)CC1 (centres undefined)
  · | -7% | -4% | 0% | · | 0% | · | 3%
Cc1ccc2cccc(Oc3cnccn3)c2n1
  3% | 0% | 9% | 3% | -6% | 2% | -4%[10 µM] | -4%
O=C(c1cccnc1)c1cccnc1
  -9% | -3% | 1% | 5% | 2% | 7% | · | 4%
CC(C)(C)C(=O)/C=C/Nc1ccccc1O
  · | 1% | -5% | 3% | i | -16% | 0% | 8%
Cc1cc(C)c2c(n1)sc1c(-c3ccccc3)c(C#N)c(N)nc12
  4% | -5% | 12% | 3% | -3% | 7% | 1%[10 µM] | 0%
COc1cc(S(=O)(=O)N2CCOCC2)ccc1NC(=O)COc1ccc(N(C)S(=O)(=O)c2ccc(C)cc2)cc1
  · | -1% | -16% | 0% | -5% | 3% | -26% | 2%
CC(C)n1nnnc1-c1ccc(Cl)cc1
  · | 1% | 4% | 6% | -1% | 2% | -23% | 0%
